Assay outcomes (PubChem BioAssay)
KCNH2 3.1 inh: blocks the human KCNH2 3.1 channel isoform; U2OS KCNH2 3.1, thallium flux FluxOr; stronger effect = lower value; AID 720553; activity change, % (tested at about 1.8 µM); hit rate 0.95% among 340,000;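 active = maximum activity change below -70%; inconclusive = maximum activity change from -70% to -50%; inactive = maximum activity change above -50%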;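 also: thallium influx rate constant from kinetic fluorescence after stimulation buffer; % is scaled to controls: 0 for no effect and ±100 for the full control effect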
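Channel expression came from 3.1 mutant virus (1.77 x 10^8 /mL) applied to suspended U2OS cells for 4 h. Flux was tracked with FluxOr dye plus Red40 quencher, and kinetic rate constants normalized to controls.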
FLuc modulator: counter-screen for miR-21 project: firefly luciferase inhibitors or activators; purified FLuc, Km substrates, luminescence inhibition; Potency, µM (titrated, usually from 57.5 µM), for the others: at the highest dose activity change, negative = inhibition, actives largely listed as inhibitors; hit rate 6.9% among 360,000; AID 588342;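 also: potency is read from the fitted curve at half-maximal effect; plate controls were vehicle for no effect and reference inhibitor for full effect; nearly all actives have a fitted effect of over 55% in size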
Target sequence (P08659 whole entry, looked up): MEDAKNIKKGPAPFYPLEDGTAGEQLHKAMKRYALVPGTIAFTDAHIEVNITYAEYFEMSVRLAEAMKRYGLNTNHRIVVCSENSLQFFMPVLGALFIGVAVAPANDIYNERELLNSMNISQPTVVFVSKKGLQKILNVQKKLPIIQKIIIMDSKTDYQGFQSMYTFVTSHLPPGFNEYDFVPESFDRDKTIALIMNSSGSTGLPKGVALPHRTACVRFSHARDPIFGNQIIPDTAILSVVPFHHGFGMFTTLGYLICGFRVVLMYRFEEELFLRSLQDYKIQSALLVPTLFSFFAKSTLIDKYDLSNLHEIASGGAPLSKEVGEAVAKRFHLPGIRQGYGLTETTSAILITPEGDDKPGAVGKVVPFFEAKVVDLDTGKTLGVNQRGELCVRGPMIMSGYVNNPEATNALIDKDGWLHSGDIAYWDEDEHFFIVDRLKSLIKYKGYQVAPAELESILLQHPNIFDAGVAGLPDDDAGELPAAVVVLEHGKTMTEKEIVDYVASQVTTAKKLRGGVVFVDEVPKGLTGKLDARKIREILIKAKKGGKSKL
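Biochemical qHTS of compounds, final roughly 60 µM downward over six points, against 10 nM purified firefly luciferase using Km concentrations of substrates (10 uM D-luciferin, 10 uM ATP) in Tris acetate pH 7.5 buffer; luminescence output.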
Giardia killer: Giardia lamblia killing; Giardia lamblia trophozoite viability; activity change, % at 7.66 µM, hits read low; hit rate 0.15% among 340,000; AID 540267; in the data active = activity change below about -80%; inconclusive = between about -30% and that limit;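 also: parasites exposed to compound for two days anaerobically before the ATP read; % is scaled to controls: 0 for no effect and ±100 for the full control effect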
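Luminescence from cellular ATP indicates surviving trophozoites (100 cells/well) following 48 hrs anaerobic compound treatment at 37 deg C; signal develops 15-30 min at room temperature.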
Coupling enz: coupling enzyme interference in Giardia aldolase counter-screen | coupling enzyme system counterscreen, AmpLite Red fluorescence | AID 2472 | activity change, negative = inhibition, % at 58.2 µM, hits read low | hit rate 0.67% among 290,000; in the data active = activity change below about -30%; also: % is scaled to controls: 0 for no effect and ±100 for the full control effect
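First, compound is pin-transferred into glyceraldehyde-3-phosphate coupling-enzyme reagent at 57.5 uM final and held 10 min at RT. Next, substrate, coupling system and AmpLite Red are added. After 20 min RT, fluorescence (525/598 nm) is read.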
ELG1 genotox: inducers of genotoxicity in HEK293T ELG1-luciferase cells | HEK293T ELG1-luciferase reporter, luminescence, 16 h | AID 504466 | hit rate 1.3% among 330,000 | Potency, µM (series often up to 46 µM), for inactives: at the top dose activity change, positive = activation, actives largely listed as activators; also: potency is read from the fitted curve at half-maximal effect; % of control where 0% means no effect; nearly all actives have a fitted effect of over 60% in size
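Screening used a luciferase reporter fused to human ELG1 in HEK293T cells. Luminescence was read on a CCD plate imager after 16 hr exposure and 30 min ONE-Glo incubation.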
uPA generation: inhibitors of cell surface uPA generation. Potency, µM (titrated, usually from 38.3 µM), for inactives: at the highest dose activity change, negative = inhibition, actives largely listed as inhibitors. hit rate 0.31% among 330,000. cell surface uPA generation assay, qHTS; active = well fitted inhibition curve with a large enough effect; inconclusive = small, poorly fitted or top-dose-only effect; inactive = no such curve, though single readings can be large or run the other way; tested in mouse RAW 264.7 cells; also: potency is read from the fitted curve at half-maximal effect; % is scaled to controls: 0 for no effect and ±100 for the full control effect; nearly all actives have a fitted effect of over 55% in size
Rab9 promoter act: activators of Rab9 promoter; Huh7 Rab9 promoter-luciferase reporter, luminescence, 24 h; hit rate 2.8% among 320,000; Potency, µM (series often up to 9.22 µM), for inactives: at the top dose activation, negative = inhibition, hits mostly activators; also: potency is read from the fitted curve at half-maximal effect; % of control where 0% means no effect; nearly all actives have a fitted effect of over 60% in size
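Huh7 reporter line, Rab9 promoter upstream of luciferase. Compound exposure 24 h at 37 °C in reduced-serum medium with 10% FBS. Read-out: luminescence.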
RORgamma inh: ROR gamma (mouse) transcription inhibition. AID 2551. Drosophila S2 Gal4-RORgamma UAS-luciferase reporter, 20 h. Potency, µM (doses to about 53.6 µM), for the others: top-dose activity change, negative = inhibition, most hits filed as inhibitors. hit rate 5.4% among 310,000. P51450; also: potency is read from the fitted curve at half-maximal effect; % is scaled to controls: 0 for no effect and ±100 for the full control effect; nearly all actives have a fitted effect of over 60% in size
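Stably transfected Drosophila Schneider cells are the test system, with ROR gamma fused to Gal4 and luciferase under UAS control; luminescence is read after 20 hr of 700 uM copper sulfate induction at ambient temperature.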
NPC1 prom act: activators of NPC1 promoter. Huh7 NPC1 promoter luciferase reporter, 24 h. Potency, µM (doses to about 9.22 µM), inactives show top-dose activation, usual class: activators. hit rate 2.4% among 320,000. AID 485313;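 also: potency is read from the fitted curve at half-maximal effect; % of control where 0% means no effect; nearly all actives have a fitted effect of over 60% in size; reporter is driven by a mutant NPC1 promoter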
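Luminescence read-out of NPC1 promoter-driven luciferase in stably transfected Huh7 cells; compounds delivered in DMSO and left 24 h at 37C, 5% CO2, qHTS titration format.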
VP16 counter: counter-screen for ROR gamma inhibitors: Gal4-VP16 reporter; Drosophila S2 Gal4-VP16 UAS-luciferase, luminescence, 20 h; Potency, µM (series often up to 53.6 µM), without a hit: at the top dose activity, negative = inhibition, hits mostly inhibitors; hit rate 3.5% among 310,000;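 also: Gal4-VP16 expression switched on by copper sulfate through the metallothionein promoter; potency is read from the fitted curve at half-maximal effect; % is scaled to controls: 0 for no effect and ±100 for the full control effect; nearly all actives have a fitted effect of over 50% in size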
Tb PFK block: blocks T. brucei phosphofructokinase; Potency, µM (doses to about 57.5 µM), inactives show at the highest dose activity, negative = inhibition, actives largely listed as inhibitors; T. brucei PFK, ADP-Glo luminescence; O15648; hit rate 0.17% among 330,000;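 also: potency is read from the fitted curve at half-maximal effect; 0% = uninhibited 1x PFK enzyme wells and -100% = no-enzyme wells; nearly all actives have a fitted effect of over 60% in size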
Target sequence (O15648 whole entry, looked up): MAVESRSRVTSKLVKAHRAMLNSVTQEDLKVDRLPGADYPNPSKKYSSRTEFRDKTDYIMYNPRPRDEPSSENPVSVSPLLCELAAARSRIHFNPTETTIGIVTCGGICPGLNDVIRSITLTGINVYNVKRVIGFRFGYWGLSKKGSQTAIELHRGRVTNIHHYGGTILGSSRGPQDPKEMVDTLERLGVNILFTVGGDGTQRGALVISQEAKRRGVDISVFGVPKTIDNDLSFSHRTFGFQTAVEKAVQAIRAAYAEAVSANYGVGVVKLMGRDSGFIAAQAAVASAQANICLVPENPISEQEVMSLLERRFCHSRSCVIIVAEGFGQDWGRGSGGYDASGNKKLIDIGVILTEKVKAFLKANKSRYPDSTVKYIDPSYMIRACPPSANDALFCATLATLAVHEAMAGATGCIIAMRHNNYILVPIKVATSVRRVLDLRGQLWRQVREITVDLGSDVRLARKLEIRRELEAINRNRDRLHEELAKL
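Activity is normalized to no-enzyme wells (full inhibition) and 1.25 nM enzyme wells (no inhibition). Reaction: 0.5 mM F6P, 0.1 mM ATP, 45 min RT, ADP-Glo luminescence; concentration-response curves fitted and classed by quality.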
* hit, by the source's call; ? = inconclusive; nt = no result given; [ ] = dose if it differs, or a comment. Unless noted, calls follow the shape of the dose curve; as a rule, active = well fitted curve in the direction sought with a large enough effect; inconclusive = small, poorly fitted or top-dose-only effect, or another doubt; inactive = no such curve, though single readings can be large; an effect the other way counts as inactive or inconclusive.

SMILES | KCNH2 3.1 inh | FLuc modulator | Giardia killer | Coupling enz | ELG1 genotox | uPA generation | Rab9 promoter act | RORgamma inh | NPC1 prom act | VP16 counter | Tb PFK block
CN1C(=O)C2(C(C#N)=C(N)Oc3n[nH]c(-c4ccc(Cl)cc4)c32)c2ccccc21 (stereo unspecified) | 0.1 | -24.8% | -2.7 | -8.5 | -3.5% | -5.0% | 5.6% | ? | 2.6% | ? | 4.8%
N#Cc1cccc(NC(=O)COC(=O)C2CCC2)c1 | 4.5 | 2.9% | -4.2 | nt | 2.6% | -1.0% | 0.2% | nt | -1.3% | nt | -9.4%
O=C(CSc1n[nH]c(-c2cccnc2)n1)Nc1ccc([N+](=O)[O-])cc1Br | 1.6 | 5.2% | -17.3 | -0.2 | -5.7% | 4.6% | -1.7% | 24.2% | 3.2% | 7.1% | -1.1%
COc1ccc(OC)c(-n2c(=S)[nH]c3cc(C(=O)N4CCN(c5ccccc5)CC4)ccc3c2=O)c1 | -13.0 | -2.1% | 1.8 | -0.6 | -3.1% | 2.6% | 1.1% | 11.2µM* | -3.8% | -8.9% | 4.7%
COc1ccc(CCNC(=O)CSc2nc3[nH]ncc3c(=O)n2-c2cccc(C(F)(F)F)c2)cc1OC | -9.9 | -1.1% | 1.9 | 0.8 | -0.3% | -7.9% | -2.8% | -0.2% | -1.4% | -9.6% | -7.6%
COc1ccc(-c2nnc(SC(C)C(=O)NC3CC3)o2)cc1 (stereo unspecified) | 25.4 | -9.7% | 25.4 | nt | 9.4% | 0.5% | 3.5% | nt | -0.4% | nt | 0.3%
Cc1ccc(-c2nnn(CC(=O)N3CCCCC3)n2)cc1 | 9.5 | -18.3% | 15.4 | -1.5 | 5.7% | 4.0% | 7.6% | 0.5% | 14.4% | 2.1% | -0.4%
COc1ccc(C(=O)NC(C(=O)NCCc2ccc3c(c2)OCCO3)C(C)C)cc1 (stereo unspecified) | -2.9 | -4.1% | -8.6 | 0.2 | 7.2% | -5.2% | 15.6% | -9.0% | 0.6% | 11.2%[10 µM] | -0.7%
Cc1ccc(OCCC(=O)OCC(=O)NNC(=O)c2ccccc2)cc1 | -14.3 | -19.9% | -16.8 | nt | 5.2% | 3.1% | 0.6% | nt | -2.4% | nt | -2.3%
COc1ccc(NC(=O)c2cc(C)nn2-c2ccccc2)cc1 | -3.2 | ? | -9.5 | 0.8 | 13.4% | 7.6% | 18.2% | -13.5% | 14.9% | -4.9% | -1.8%
COc1ccc(CC(NC(C)=O)C(=O)NC2CCN(c3nnnn3-c3ccccc3)CC2)cc1 (stereo unspecified) | -38.3 | -1.5% | -18.2 | 0.1 | -1.2% | -8.8% | -7.2% | -25.3%[10 µM] | 10.9% | -2.6% | -1.3%
O=C(CSc1n[nH]c(=O)n1C1CC1)N1N=C(c2ccc(Cl)cc2)CC1c1ccco1 (stereo unspecified) | -5.1 | -1.5% | -22.1 | 0.7 | 1.6% | -21.4% | -13.6% | 16.5% | -3.8% | -4.1% | 4.4%

Not a retest: entries from further up.
SMILES | KCNH2 3.1 inh | FLuc modulator | Giardia killer | Coupling enz | ELG1 genotox | uPA generation | Rab9 promoter act | RORgamma inh | NPC1 prom act | VP16 counter | Tb PFK block
CN1C(=O)C2(C(C#N)=C(N)Oc3n[nH]c(-c4ccc(Cl)cc4)c32)c2ccccc21 (stereo unspecified) | 0.1 | -24.8% | -2.7 | -8.5 | -3.5% | -5.0% | 5.6% | ? | 2.6% | ? | 4.8%
N#Cc1cccc(NC(=O)COC(=O)C2CCC2)c1 | 4.5 | 2.9% | -4.2 | nt | 2.6% | -1.0% | 0.2% | nt | -1.3% | nt | -9.4%

Later entries
SMILES | KCNH2 3.1 inh | FLuc modulator | Giardia killer | Coupling enz | ELG1 genotox | uPA generation | Rab9 promoter act | RORgamma inh | NPC1 prom act | VP16 counter | Tb PFK block
COc1ccc(N2CCN(C(=O)c3ccc(Cl)c(S(=O)(=O)N4CCCC4)c3)CC2)cc1 | 0.1 | -9.2% | -2.1 | 3.6 | -10.0% | 0.2% | -3.3% | 4.8% | -2.7% | 0.6% | 0.2%
CSc1ccccc1C(=O)Nc1ccc2c(c1)CCC2 | 7.5 | 15.1µM* | 2.1 | -1.7 | ? | -1.6% | 1.9%[1.84 µM] | 17.9% | ? | 19.9% | -0.2%
COc1cccc(S(=O)(=O)NCc2ccc(C(=O)Nc3cccc(Cl)c3)cc2)c1 | 0.3 | -0.4% | -3.9 | -0.9 | -24.1% | 3.8% | -3.2% | 15.8% | -0.4% | -16.1% | -3.3%
O=C(COc1ccc(CO)cc1Cl)Nc1ccc(F)cc1 | -4.6 | 0.849µM* | 1.6 | 2.6 | 0.366µM* | -5.2% | 1.12µM* | -0.8% | 2µM* | -6.2% | -3.8%
Cc1ccc(NC(=O)N/C=C/c2ccco2)c(C)c1 | 20.6 | ? | -8.4 | 4.8 | 4.2% | nt | -1.1% | 15.7% | 1.3% | 7.4% | -29.7%
CC(=O)OCCCNc1cc(Sc2nc3ccccc3s2)c2nonc2c1[N+](=O)[O-] | 1.5 | -15.9% | 8.9 | -35.2* | -2.8% | -1.6% | -14.4% | 3.55µM* | -15.4% | 5.01µM* | ?
O=C(Cc1c[nH]c2ccccc12)Nc1ccc(N2CCOCC2)cc1 | 8.6 | -14.1% | -6.5 | -2.3 | 4.4% | 1.1% | 1.8% | 4.3% | 4.8% | 6.5% | -0.9%
Cc1ccc(CN2CCN(Cc3ccccc3C(F)(F)F)CC2)cc1 | -6.3 | -0.2% | -19.3 | -3.2 | -2.5% | 18.1% | -0.2% | -19.2% | -3.4% | -18.0% | -2.8%
CSc1ncccc1C(=O)OCC(=O)c1ccc(Br)s1 | 22.9 | 12µM* | -3.1 | -0.8 | -1.5% | 2.3% | 9.0% | ? | -0.3% | 35.7% | 4.7%
COc1ccc(N(Cc2cc(=O)[nH]c3ccccc23)C(=O)c2ccco2)cc1 | 0.7 | -13.1% | 17.6 | 8.2 | -2.0% | -7.4% | 3.5% | 28.6% | 3.6% | 2.2% | -0.2%
CCOC(=O)N1CC=C2C(C#N)=C(N)C(C#N)(C#N)[C@H](c3cccs3)C2C1 (stereo partly specified) | 4.2 | 7.8% | -2.2 | -0.1 | -0.4% | -6.6% | -5.6% | ? | -2.1% | ? | -9.7%
CC(=O)c1ccc(NC(=S)N(Cc2ccccc2)C(C)C2CC2)cc1 (stereo unspecified) | -99.2* | -3.9% | 2.0 | 1.3 | ? | -3.5% | 3.6% | ? | -1.0% | -24.8% | -11.5%
S=c1[nH]nc(C2CCCCC2)n1/N=C/c1ccccn1 | -13.5 | -19.2% | 13.0 | -22.1 | -0.9% | ? | 10.9% | -13.0% | -7.4% | -10.3%[10 µM] | -14.0%
COc1ccc(OC(=O)N2CCOCC2)cc1 | -12.6 | 1.0% | -2.1 | -0.1 | 6.1% | 8.3% | 12.3% | -1.3% | 3.5% | 3.3% | -7.1%
COc1cc(/C=C2\N=C(c3ccccc3)OC2=O)ccc1OC(C)=O | -4.5 | 15.1µM* | 22.5 | -0.8 | -0.4% | ? | 2.1% | -10.0% | 23.4% | 2.0% | -3.3%
Cc1cccc(N2CCN(C(=O)CSc3nnnn3C3CC3)CC2)c1C | 12.4 | -1.5% | 9.0 | nt | -0.1% | 0.8% | 0.3% | nt | 1.7% | nt | 2.1%
COC(=O)CCC(=O)Nc1ccccc1C(=O)Nc1ccccc1 | 8.0 | 0.6% | -14.2 | -1.1 | 3.7% | 4.8% | -1.6% | 2.2% | 0.4% | -5.9% | -1.0%
COc1ccc(N2CC(C(=O)NCCc3ccc(Cl)cc3)CC2=O)cc1 (stereo unspecified) | -5.2 | -1.0% | 1.5 | -0.2 | -6.3% | 21.6% | -1.0% | -3.5% | 0.8% | 7.0% | -3.4%
O=C1CC2(CCN(C(=O)c3ccc(F)c(F)c3)CC2)Oc2ccccc21 | -16.4 | 0.1% | 11.5 | nt | 1.6% | -1.2% | -3.8% | nt | 2.1% | nt | -13.2%
C=CCN1C(=O)C(CC(=O)Nc2ccc(OC)cc2)SC1=Nc1ccc(S(N)(=O)=O)cc1 (stereo unspecified) | -5.4 | 3.6% | -4.0 | 2.3 | -11.8% | 2.9% | 7.6% | 6.3% | -3.3% | -1.1% | 1.6%

Ordered by value in Rab9 promoter act (rising): some entries from above.
canonical_smiles	Rab9 promoter act
O=C1CC2(CCN(C(=O)c3ccc(F)c(F)c3)CC2)Oc2ccccc21	-3.8%
COc1cc(/C=C2\N=C(c3ccccc3)OC2=O)ccc1OC(C)=O	2.1%
C=CCN1C(=O)C(CC(=O)Nc2ccc(OC)cc2)SC1=Nc1ccc(S(N)(=O)=O)cc1 (stereo unspecified)	7.6%
COc1ccc(OC(=O)N2CCOCC2)cc1	12.3%
